GalR3 antagonist – antagonists of human GalR3; HEK293 GalR3-CNG cAMP membrane potential fluorescence; galR3 body fused to GalR1 C-terminus; inhibition, % at 3 µM; hit rate 0.44% among 360,000; AID 651719;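 active = inhibition above the screen-wide average plus 3 SD, cut at about 13% in these data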;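 also: forskolin and galanin both at EC90 stimulate the cells; cAMP rise reported by CNG channel membrane potential dye signal; 0% = forskolin plus galanin with DMSO and 100% = forskolin alone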
Target sequence (O60755 1-299 limits assumed): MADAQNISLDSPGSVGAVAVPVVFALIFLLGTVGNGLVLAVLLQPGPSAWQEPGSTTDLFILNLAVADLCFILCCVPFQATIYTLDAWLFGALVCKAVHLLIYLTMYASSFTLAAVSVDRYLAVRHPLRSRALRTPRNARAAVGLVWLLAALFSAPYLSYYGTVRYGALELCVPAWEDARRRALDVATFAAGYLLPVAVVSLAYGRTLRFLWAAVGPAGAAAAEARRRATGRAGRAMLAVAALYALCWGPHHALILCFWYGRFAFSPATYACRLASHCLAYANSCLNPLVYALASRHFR
IDE act – activators of human insulin-degrading enzyme in cells; activation, % at 5.96 µM; P14735; HEK cells, FAbeta-B cleavage, fluorescence polarization; 0% vehicle, 100% cell-free pure enzyme wells; AID 493087; hit rate 0.073% among 340,000;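 active = activation above the mean of all tested compounds plus 3 SD, set per screening campaign, cut at about 17% in these data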
CRFR2-BP antag – CRF-BP/CRF-R2 complex antagonism; HEK293 CRF-R2/CRF-BP, CRF-induced calcium fluorescence; inhibition, % at 11.8 µM; hit rate 0.59% among 350,000;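 active = inhibition of the ligand-induced calcium signal above about 50% at the single tested concentration, limit read from the data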
SUMO HTRF inh – SUMOylation inhibition; HTRF SUMOylation assay, SAE1/SAE2 + UBC9, in vitro; inhibition, % at 35 µM; hit rate 0.36% among 290,000; AID 2006; in the data active = inhibition above about 50%, passing the limit was not always enough; also: strong numbers were not always called active
Target sequence (P63279 whole entry, looked up): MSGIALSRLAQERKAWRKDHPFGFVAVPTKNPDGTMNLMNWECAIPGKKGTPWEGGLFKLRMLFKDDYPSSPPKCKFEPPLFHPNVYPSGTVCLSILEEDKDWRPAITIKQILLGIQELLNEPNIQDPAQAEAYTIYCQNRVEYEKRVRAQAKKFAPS
VIM-2 inhibitor – inhibitors of Pseudomonas aeruginosa VIM-2 metallo-beta-lactamase. purified VIM-2, nitrocefin hydrolysis, epi-absorbance fluorescence. inhibition, % at 5.6 µM. hit rate 0.89% among 290,000. AID 1527;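 active = inhibition above the mean of all tested compounds plus 3 SD, cutoff set per screening run, cut at about 7.5% in these data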;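 also: red hydrolysis product quenches plate fluorescence so inhibitors raise well fluorescence; 0% = enzyme with DMSO and 100% = DMSO without enzyme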
pCIP destab – compounds decreasing mouse p/CIP protein stability | F442A p/CIP-EGFP cells, EGFP fluorescence, 16 h | hit rate 0.01% among 290,000 | AID 1984 | Q05BA5 | decrease of EGFP signal, % at 10 µM;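 active = EGFP signal decrease of at least 30% at 10 µM or well 3 SD below plate mean, unless failing retest; inactive = the rest, including hits failing retest or dose response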; also: some compounds called inactive have numbers as strong as hits; many of its hits are not listed in these tables
IMP-1 inhibitor – inhibitors of Pseudomonas aeruginosa IMP-1 metallo-beta-lactamase; purified IMP-1, nitrocefin hydrolysis, epi-absorbance fluorescence; inhibition, % at 5.6 µM; hit rate 0.45% among 290,000;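 active = inhibition above the mean plus 3 SD of all compounds in the same screening run, cut at about 4.5% in these data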;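 also: 0% = IMP-1 with DMSO and 100% = DMSO wells lacking enzyme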
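Assay system: purified recombinant IMP-1 beta-lactamase. Input: IMP-1 0.2 nM before substrate addition. Buffer or medium: Zinc- and detergent-supplemented HEPES buffer, pH 7.1. Schedule: 25 °C, 15 min preincubation, 25 min reaction. Signal: Epi-absorbance fluorescence, 480 nm excitation, 530 nm emission. Evaluation: percent inhibition from optical density relative to buffer-blank wells.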
IDE cell inh – inhibitors of human insulin-degrading enzyme in cells; HEK cells, FAbetaB cleavage, fluorescence polarization; inhibition, % at 5.59 µM; hit rate 0.41% among 320,000;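 active = percent inhibition above the average of all tested compounds plus 3 SD, set per screening campaign, cut at about 16% in these data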;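 also: IDE supplied by intact live HEK cells; FP after avidin binding of uncleaved biotin substrate so inhibition keeps polarization high; 0% = DMSO wells and 100% = 60 µM reference IDE inhibitor Ii1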
NS3 helicase inh – HCV NS3 helicase inhibition. hit rate 0.56% among 290,000. NS3 helicase DNA unwinding, Cy5 molecular beacon fluorescence. inhibition, % at 10.9 µM. AID 1800;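 active = inhibition above the mean of all tested compounds plus 3 SD, set per campaign, cut at about 35% in these data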;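 also: 0% = DMSO wells and 100% = thioflavine S control wells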
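System: NS3 helicase fragment of HCV / Schedule: 1 h at 25 °C / Control set: DMSO alone as 0% and 110 µM thioflavine S as 100% / Reagent: Cy5/quencher beacon DNA duplex and ATP to start / Technique: Cy5 fluorescence / Replication: singlicate / Evaluation: % inhibition of end-to-start signal ratio versus controls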
* marks the source's active call; other numbers are inactive results.

O=C(NCc1ccccn1)[C@@H]1C[C@H]1[C@@H](NP(=O)(c1ccccc1)c1ccccc1)c1ccccc1 was read as GalR3 antagonist -6, IDE act -2, CRFR2-BP antag -6, SUMO HTRF inh 7, VIM-2 inhibitor -4.4, pCIP destab -16, IMP-1 inhibitor -2.5, IDE cell inh -1 and NS3 helicase inh -5.
Cc1cc2cc(CN(C(=O)C3CC3)C3CCCC3)c3nnnn3c2cc1C was read as GalR3 antagonist -4, IDE act 1, CRFR2-BP antag -21, SUMO HTRF inh 29, VIM-2 inhibitor -4.0, pCIP destab 4, IMP-1 inhibitor -4.0, IDE cell inh -5 and NS3 helicase inh 7.
Screening COc1ccc(N2CCN(C(c3cc4cc(C)ccc4[nH]c3=O)c3nnnn3Cc3ccccc3)CC2)cc1 (centres undefined) returned GalR3 antagonist -1, IDE act -1, CRFR2-BP antag 12, SUMO HTRF inh -12, VIM-2 inhibitor -2.2, pCIP destab -3, IMP-1 inhibitor -0.7, IDE cell inh 2 and NS3 helicase inh -3.
Screening O=C(O)c1ccc(OC(F)(F)C(F)C(F)(F)F)cc1 (centres undefined) returned GalR3 antagonist -7, IDE act 0, CRFR2-BP antag 22, SUMO HTRF inh -10, VIM-2 inhibitor -3.4, pCIP destab -6, IMP-1 inhibitor -3.6, IDE cell inh -1 and NS3 helicase inh 4.
Screening N#Cc1c2c(c(N3CCN(c4ccccn4)CC3)n3c1nc1ccccc13)CCC2 returned SUMO HTRF inh 14, VIM-2 inhibitor -2.9, pCIP destab -8, IMP-1 inhibitor -1.1 and NS3 helicase inh 6.
`O=[N+]([O-])c1ccc(Sc2nnnn2-c2ccccc2)c(Cl)c1` gave GalR3 antagonist -6, IDE act -2, CRFR2-BP antag 31, SUMO HTRF inh 18, VIM-2 inhibitor 0.7, pCIP destab -1, IMP-1 inhibitor -0.3, IDE cell inh 0 and NS3 helicase inh -1.
CCCn1nc(C(=O)Nc2nc3ccccc3[nH]2)c2ccccc2c1=O was read as GalR3 antagonist -4, IDE act 1, CRFR2-BP antag 1, SUMO HTRF inh -2, VIM-2 inhibitor -5.4, pCIP destab 3, IMP-1 inhibitor -4.6, IDE cell inh 2 and NS3 helicase inh 13.
c1ccc(-c2cc3c(N4CCN(c5ncccn5)CC4)ncnc3s2)cc1 was read as GalR3 antagonist 2, IDE act -10, CRFR2-BP antag -9, SUMO HTRF inh 11, VIM-2 inhibitor -2.6, pCIP destab -2, IMP-1 inhibitor 1.3, IDE cell inh 3 and NS3 helicase inh -4.
`COC(=O)C1CN(C(=O)C(C)Oc2ccc(F)cc2)c2ccccc2O1` (centres undefined) gave GalR3 antagonist -8, IDE act 3, CRFR2-BP antag -2, SUMO HTRF inh 6, VIM-2 inhibitor -0.6, pCIP destab -6, IMP-1 inhibitor -0.8, IDE cell inh 8 and NS3 helicase inh 0.
For Cc1ccc(S(=O)(=O)/N=C(\N)Nc2nc(C)c3ccccc3n2)cc1 the results were GalR3 antagonist -2, IDE act 0, CRFR2-BP antag -11, SUMO HTRF inh 20, VIM-2 inhibitor -1.9, pCIP destab -9, IMP-1 inhibitor -3.2, IDE cell inh 3 and NS3 helicase inh 2.
CCCCc1nnc(NC(=O)CSc2nc(=O)cc(N)n2-c2cccc(C)c2)s1 was read as GalR3 antagonist -2, IDE act 8, CRFR2-BP antag -1, SUMO HTRF inh -13, VIM-2 inhibitor -3.2, pCIP destab -2, IMP-1 inhibitor -2.5, IDE cell inh 10 and NS3 helicase inh -11.
Screening CCc1sc(C(=O)NC(C)C2CCCO2)cc1Br (centres undefined) returned GalR3 antagonist 0, IDE act 0, CRFR2-BP antag -26, SUMO HTRF inh -1, VIM-2 inhibitor -1.6, pCIP destab -8, IMP-1 inhibitor -1.4, IDE cell inh -1 and NS3 helicase inh -7.
For O=C(Cc1ccccc1)Nc1ccc(NC(=O)c2ccco2)nc1 the results were GalR3 antagonist -1, IDE act 4, CRFR2-BP antag 2, SUMO HTRF inh 11, VIM-2 inhibitor -1.8, pCIP destab -6, IMP-1 inhibitor 0.0, IDE cell inh 4 and NS3 helicase inh -4.
Screening Cc1ccc(Oc2ncccc2C(=O)NCC(=O)O)cc1 returned GalR3 antagonist 4, IDE act 1, CRFR2-BP antag -18, SUMO HTRF inh 5, VIM-2 inhibitor -3.0, pCIP destab -2, IMP-1 inhibitor -2.2, IDE cell inh 2 and NS3 helicase inh -4.
CC(C)CN(C(=O)COC(=O)c1ccc(-c2ccccc2)cc1)C1CCS(=O)(=O)C1 (centres undefined) was read as GalR3 antagonist -1, IDE act 2, CRFR2-BP antag -12, SUMO HTRF inh 10, VIM-2 inhibitor -0.2, pCIP destab -3, IMP-1 inhibitor -4.5, IDE cell inh 8 and NS3 helicase inh -10.
`CC1(C)c2ssc(=S)c2-c2ccccc2N1C(=O)c1ccco1` gave GalR3 antagonist -2, IDE act 3, CRFR2-BP antag 17, SUMO HTRF inh -14, VIM-2 inhibitor -2.6, pCIP destab -1, IMP-1 inhibitor -1.6, IDE cell inh -4 and NS3 helicase inh -13.
COC(=O)c1c(NC(=O)C2CCCCC2)sc2c1CCN(C(C)C)C2 was read as IDE act 7, CRFR2-BP antag -18, SUMO HTRF inh 14, VIM-2 inhibitor -0.6, pCIP destab -6, IMP-1 inhibitor -2.3, IDE cell inh 7 and NS3 helicase inh -16.
For O=C(CSc1nc2ccccc2[nH]1)Nc1ccc(F)c(F)c1 the results were GalR3 antagonist -1, IDE act -2, CRFR2-BP antag -12, SUMO HTRF inh -13, VIM-2 inhibitor -4.3, pCIP destab 8, IMP-1 inhibitor -3.7, IDE cell inh -1 and NS3 helicase inh -14.
For COc1cc(C(C#N)N2CCCCC2)ccc1O (centres undefined) the results were GalR3 antagonist 1, IDE act -3, CRFR2-BP antag 21, SUMO HTRF inh 19, VIM-2 inhibitor -2.9, pCIP destab 2, IMP-1 inhibitor -1.7, IDE cell inh 3 and NS3 helicase inh 0.
`Cc1ccccc1OCC(=O)Nc1ccccc1CO` gave GalR3 antagonist -5, IDE act 1, CRFR2-BP antag 3, SUMO HTRF inh -14, VIM-2 inhibitor 0.3, pCIP destab 3, IMP-1 inhibitor -0.3, IDE cell inh 5 and NS3 helicase inh 3.
Screening O=C(CN1C(=O)NC2NC(=O)NC21)NN=C1CCCC1 (centres undefined) returned GalR3 antagonist -3, IDE act 7, CRFR2-BP antag -7, SUMO HTRF inh 2, VIM-2 inhibitor -3.5, pCIP destab -9, IMP-1 inhibitor -4.3, IDE cell inh 11 and NS3 helicase inh 2.
CC(=O)OCN(C#N)c1nc(N(C)C)nc(N(C)C)n1 was read as GalR3 antagonist -4, IDE act 0, CRFR2-BP antag 8, SUMO HTRF inh 5, VIM-2 inhibitor -1.2, pCIP destab -20, IMP-1 inhibitor -3.2, IDE cell inh 0 and NS3 helicase inh -1.
Screening Cc1ccc(-n2nnc(-c3cccnc3Cl)n2)cc1 returned GalR3 antagonist 0, IDE act 3, CRFR2-BP antag 5, SUMO HTRF inh 3, VIM-2 inhibitor -1.9, pCIP destab -14, IMP-1 inhibitor -2.3, IDE cell inh -3 and NS3 helicase inh -2.
O=S(=O)(N/N=C/c1ccc2c(c1)OCCO2)c1ccc(Cl)cc1 was read as IDE act 8, CRFR2-BP antag 4, SUMO HTRF inh 20, VIM-2 inhibitor -0.6, pCIP destab -6, IMP-1 inhibitor -2.1, IDE cell inh -2 and NS3 helicase inh 6.
CCCS(=O)(=O)N1CCN(C(=O)COc2ccc(-c3ccccc3)cc2)CC1 was read as GalR3 antagonist -7, IDE act -4, CRFR2-BP antag 2, SUMO HTRF inh 0, VIM-2 inhibitor -2.3, pCIP destab 10, IMP-1 inhibitor -1.9, IDE cell inh 2 and NS3 helicase inh 4.
For CCc1ccccc1NC(=O)C1CCN(C(=O)c2cccs2)CC1 the results were GalR3 antagonist -5, IDE act 2, CRFR2-BP antag -7, SUMO HTRF inh -8, VIM-2 inhibitor 0.5, pCIP destab 4, IMP-1 inhibitor -5.0, IDE cell inh 8 and NS3 helicase inh -1.
`Cc1ccc(NS(=O)(=O)c2ccc(NS(=O)(=O)c3cccs3)cc2)cc1` gave GalR3 antagonist -5, IDE act 4, CRFR2-BP antag -17, SUMO HTRF inh -2, VIM-2 inhibitor -4.2, pCIP destab -6, IMP-1 inhibitor -0.9, IDE cell inh 0 and NS3 helicase inh -9.
For CCc1ccc2[nH]c(=O)c(CN(CCN3CCOCC3)C(=O)Nc3ccccc3F)cc2c1 the results were GalR3 antagonist -2, IDE act 2, CRFR2-BP antag -3, SUMO HTRF inh 2, VIM-2 inhibitor -1.3, pCIP destab -4, IMP-1 inhibitor -1.9, IDE cell inh 1 and NS3 helicase inh -16.
`CCN(CC(=O)NC(C)C)C(=O)C(CCSC)NC(=O)c1cccc(C)c1` (centres undefined) gave GalR3 antagonist -4, IDE act 0, CRFR2-BP antag -56, SUMO HTRF inh -4, VIM-2 inhibitor -3.6, pCIP destab -3, IMP-1 inhibitor -4.0, IDE cell inh 0 and NS3 helicase inh -4.
For CCCC(=O)C1=C(O)C(C(=O)OC)C(C)(C)CC1=Nc1cccc2ccccc12 (centres undefined) the results were GalR3 antagonist -6, IDE act -4, CRFR2-BP antag -15, SUMO HTRF inh -8, VIM-2 inhibitor -0.6, pCIP destab -3, IMP-1 inhibitor -1.9, IDE cell inh 1 and NS3 helicase inh -21.
Screening C[N+](C)(C)CC(O)CC(=O)O (centres undefined) returned GalR3 antagonist -2, IDE act 0, CRFR2-BP antag 5 and IDE cell inh 3.
C/C(=N/NC(=O)C(=O)N/N=C(/C)c1ccccc1)c1ccccc1 was read as GalR3 antagonist -2, SUMO HTRF inh -3, VIM-2 inhibitor -0.7, pCIP destab 0, IMP-1 inhibitor -0.5, IDE cell inh 1 and NS3 helicase inh -9.
COc1ccc2oc(C(=O)NCc3ccccc3CN3CCCC3)c(C)c2c1 was read as GalR3 antagonist -6, IDE act 3, CRFR2-BP antag -1 and IDE cell inh -4.

Pulled by structure from above (three):
For COc1cc(C(C#N)N2CCCCC2)ccc1O (centres undefined) the results were GalR3 antagonist 1, IDE act -3, CRFR2-BP antag 21, SUMO HTRF inh 19, VIM-2 inhibitor -2.9, pCIP destab 2, IMP-1 inhibitor -1.7, IDE cell inh 3 and NS3 helicase inh 0.
For CCCC(=O)C1=C(O)C(C(=O)OC)C(C)(C)CC1=Nc1cccc2ccccc12 (centres undefined) the results were GalR3 antagonist -6, IDE act -4, CRFR2-BP antag -15, SUMO HTRF inh -8, VIM-2 inhibitor -0.6, pCIP destab -3, IMP-1 inhibitor -1.9, IDE cell inh 1 and NS3 helicase inh -21.
Screening C[N+](C)(C)CC(O)CC(=O)O (centres undefined) returned GalR3 antagonist -2, IDE act 0, CRFR2-BP antag 5 and IDE cell inh 3.

High-throughput results: PubChem BioAssay, several laboratories
